High-throughput results: PubChem, several laboratories
CHRM5 PAM: CHRM5 positive allosteric modulation. P08912. CHO-K1 hM5, Fluo-8 calcium, ACh EC20 PAM; 0% = ACh EC20, 100% = ACh EC100. activation, % at 3 µM. 360,000 tested, 0.3% active;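 active means activation above the run cutoff, the mean activation of all test compounds plus 3 SD, cut at about 18% in these data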
Target sequence (P08912 whole entry, looked up): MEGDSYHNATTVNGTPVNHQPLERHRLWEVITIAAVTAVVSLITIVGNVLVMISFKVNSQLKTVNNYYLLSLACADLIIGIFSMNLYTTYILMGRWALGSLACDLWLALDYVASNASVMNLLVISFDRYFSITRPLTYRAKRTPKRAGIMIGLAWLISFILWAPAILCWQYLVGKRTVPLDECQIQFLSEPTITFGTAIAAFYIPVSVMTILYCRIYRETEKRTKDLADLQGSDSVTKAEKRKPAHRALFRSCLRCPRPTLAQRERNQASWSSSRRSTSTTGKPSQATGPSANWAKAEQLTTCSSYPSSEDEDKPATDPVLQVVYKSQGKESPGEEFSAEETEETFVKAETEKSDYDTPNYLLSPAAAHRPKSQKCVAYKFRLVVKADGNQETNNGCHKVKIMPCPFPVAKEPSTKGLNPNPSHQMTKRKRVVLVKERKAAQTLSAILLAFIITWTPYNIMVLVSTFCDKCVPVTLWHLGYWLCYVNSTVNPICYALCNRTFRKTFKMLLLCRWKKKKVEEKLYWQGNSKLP
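System: CHO-K1 hM5 cells. Reagent: acetylcholine, EC20 level. Compound dosing: single dose, 3 µM nominal final test concentration. Timing: Post-acetylcholine fluorescence recording 140 s. Detection: Fluo-8 calcium fluorescence. Read-out: % activation, ACh-normalized. Benchmarks: ACh EC20 and EC100 wells. Repeats: singlicate, one well per test compound.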
CHRM1 PAM: positive allosteric modulators of human M1 muscarinic receptor; P11229; activation, % at 3 µM; CHO-K1 hM1, Fluo-8 calcium fluorescence, ACh EC20; 0% = ACh EC20, 100% = maximal ACh; 360,000 tested, 0.088% active; in the data active means activation above about 19%, passing the limit was not always enough
Target sequence (P11229 whole entry, looked up): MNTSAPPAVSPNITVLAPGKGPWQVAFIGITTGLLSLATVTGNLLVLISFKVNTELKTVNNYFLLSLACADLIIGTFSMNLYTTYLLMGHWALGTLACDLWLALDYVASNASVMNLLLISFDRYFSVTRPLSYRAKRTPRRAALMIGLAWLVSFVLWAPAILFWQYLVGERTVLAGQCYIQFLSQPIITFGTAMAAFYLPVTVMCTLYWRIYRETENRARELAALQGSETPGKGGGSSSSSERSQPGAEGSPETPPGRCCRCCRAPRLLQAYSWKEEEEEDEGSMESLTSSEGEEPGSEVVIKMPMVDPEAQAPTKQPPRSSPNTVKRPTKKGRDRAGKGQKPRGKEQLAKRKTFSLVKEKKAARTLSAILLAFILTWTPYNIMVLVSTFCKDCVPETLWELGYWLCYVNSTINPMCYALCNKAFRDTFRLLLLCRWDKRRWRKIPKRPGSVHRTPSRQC
M4 PAM: CHRM4 positive allosteric modulation | CHO-K1 hM4/Gqi5, Fluo-8 calcium fluorescence, ACh EC20; 0% = ACh EC20, 100% = maximal ACh | activation, % at 3 µM | AID 624126 | P08173 | 360,000 tested, 0.4% active;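 active means activation above its plate's cutoff, the mean activation of sample wells plus 3 SD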; further: some results filed as inactive read as strong as hits
M4 antag: blocks acetylcholine activation of human M4 receptor; P08173; CHO-hM4 cells, ACh EC80, Fluo-8 calcium fluorescence; inhibition, % at 3 µM; 360,000 tested, 0.73% active;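 active means inhibition above its plate's cutoff, the mean inhibition of sample wells plus 3 SD, cut at about 27% in these data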;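 further: 0% = acetylcholine EC80 with DMSO and 100% = DMSO without agonist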
CRFBP-R2 agonist: agonists of human CRF-binding protein/CRF-R2 receptor complex | activation, % at 13.2 µM | 350,000 tested, 0.46% active | HEK293 CRF-R2/CRF-BP, calcium dye fluorescence (FLIPR); percent of saturating CRF peptide response;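 active means activation of at least 50%, plus an integration ratio under a set limit after plate pattern correction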;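 further: plate controls were neutral control wells without compound for no effect and CRF at EC100 for full effect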
CRFBP-R2 block: CRF-BP/CRF-R2 complex antagonism; HEK293 CRF-R2/CRF-BP, CRF-induced calcium fluorescence; inhibition, % at 11.8 µM; 350,000 tested, 0.59% active; AID 588475;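 active means inhibition of the ligand-induced calcium signal above about 50% at the single tested concentration, limit read from the data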
M4 ag: agonists of human muscarinic M4 receptor (CHRM4); 360,000 tested, 0.14% active; activation, % at 3 µM; AID 624127; CHO-K1 hM4/Gqi5, Fluo-8 calcium fluorescence; vehicle 0%, full acetylcholine response 100%;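 active means activation above the run mean over all test wells plus 3 SD, cut at about 32% in these data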;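 further: peak over basal fluorescence ratio per well then scaled between controls; 0% = DMSO wells and 100% = acetylcholine at EC100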
CHRM5 agonist: CHRM5 agonism in calcium assay | P08912 | AID 624037 | CHO-K1 hM5 cells, Fluo-8 calcium fluorescence; 0% DMSO wells, 100% maximal acetylcholine response | 360,000 tested, 0.19% active | activation, % at 3 µM;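 active means activation above the run's mean over test compounds plus 3 SD, cut at about 23% in these data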;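 further: signal is peak over basal fluorescence ratio across the kinetic read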
M5 antag: blocks acetylcholine activation of human M5 receptor; P08912; CHO-hM5 cells, Fluo-8 calcium fluorescence, ACh EC80; inhibition, % at 3 µM; 360,000 tested, 0.59% active; AID 624040;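 active means inhibition above a per-plate cutoff, the mean of that plate's test compounds plus 3 SD, cut at about 27% in these data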;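 further: 0% = acetylcholine EC80 with DMSO and 100% = DMSO without agonist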
Active calls of the source: *; · = not tested or not shown; & = joins results of further samples.

SMILES | CHRM5 PAM | CHRM1 PAM | M4 PAM | M4 antag | CRFBP-R2 agonist | CRFBP-R2 block | M4 ag | CHRM5 agonist | M5 antag
Cc1ccc(-c2csc3n[nH]c(=S)n23)cc1 | -4 | 4 | -6 | 0 | -1.8 | 11 | 0 | -3 | -6
CCCCCOc1ccc(/C=c2\sc3nc(=O)c(-c4ccccc4)nn3c2=O)cc1OC | 1 | 7 | 14 | 1 | 0.3 | -19 | 0 | 1 | 3
CC(=O)N1CCN(c2ccccc2NC(=O)c2ccco2)CC1 | -7 | 4 | -5 | -1 | -1.2 | 4 | 1 | -4 | 10
CN(C)S(=O)(=O)c1ccc(N2CCCC2)c(C(=O)NNC(=O)c2ccccc2)c1 | -2 | 8 | 2 | 7 | -1.3 | -3 | 1 | 3 | 7
N#Cc1ccsc1NC(=O)CN1CCCCCC1 | -2 | 5 | 3 | -2 | 0.4 | 2 | 0 | -2 | -1
CC12CCC(=O)C=C1CCC1C3CC(O)C(O)(C(=O)CO)C3(C)CC(O)C12F (stereo not drawn) | 12 | 7 | 2 | 8 | -0.9 | -1 | 0 | 0 | 6
CSc1nncc(-c2ccccc2)n1 | 0 | 11 | 6 | 3 | -0.8 | 1 | 3 | -1 | 3
Cc1ccc([N+](=O)[O-])cc1N/C=C/C(=O)c1ccco1 | 3 | -2 | -4 | -1 | -1.5 | -4 | 2 | 0 | -7
CC(=O)Nc1cc2c3ccccc3n(C)c2cc1[N+](=O)[O-] | 8 | 8 | 5 | -17 | -1.9 | 6 | 0 | -4 | -1
Nc1cc(=O)[nH]c(SCC(=O)c2ccc(O)cc2O)n1 | 2 | 8 | 3 | -3 | -1.3 | 0 | 1 | -3 | -1
O=C(OCC(=O)N1N=C(c2ccc(Cl)cc2)CC1c1ccco1)c1cccnc1 (stereo not drawn) | 18* | 13 | 8 | -5 | 1.2 | 0 | 1 | 6 | -1
Cc1nc(CSc2nc3[nH]ncc3c(=O)n2-c2ccccc2)cs1 | -2 | 5 | -3 | 3 | -1.8 | 4 | 2 | -3 | 5
O=C1CCCCC1C1(O)C(=O)Nc2ccccc21 (stereo not drawn) | 6 | -2 | 5 | -11 | 2.9 | -15 | 1 | 2 | 13
CCCS(=O)(=O)N1CCC(C(=O)N2CCN(C(=O)OCC)CC2)CC1 | 0 | 1 | 9 | 11 | 0.5 | 2 | 0 | 0 | -1
COCCN1CCn2c(nc3cc(Nc4nnc(C)c5ccccc45)ccc32)C1 | -9 | 9 | -4 | 9 | -1.6 | 3 | 0 | -2 | 21
COc1ccccc1C(NC(C)=O)c1cc(Cl)c2cccnc2c1O (stereo not drawn) | 4 | 9 | -1 | -10 | -0.5 | 10 | 2 | -1 | 3
Cc1cccc(NC(=O)c2ccc(S(=O)(=O)N3CCCCCC3)cc2)n1 | 0 | 4 | 2 | -10 | 3.2 | 7 | 16 | -3 | 0
Cc1cccc(NC(=O)c2ccc(-n3ccnc3)nc2)c1 | -2 | 3 | -3 | -5 | -0.9 | -6 | 3 | 1 | -5
COC1=CC(=O)OC(c2ccco2)C1 (stereo not drawn) | -2 | -5 | -1 | -1 | 1.4 | -3 | 1 | -1 | 9
COc1ccc(C(=O)NN)cc1 | 0 | 0 | -5 | -3 | -0.3 | 8 | 1 | -1 | 4
C[C@H](CO)N1C[C@H](C)[C@H](CN(C)C(=O)NC2CCCCC2)Oc2ncc(Br)cc2C1=O | 4 | 10 | 13 | -9 | 1.3 | -10 | 2 | -2 | -1
O=C(NCCCN1CCCC1)c1ccc(CSCc2cccc(Cl)c2)o1 | 0 | -17 | -26 | 19 | 0.2 | -3 | 3 | -11 | 8
CCOC(=O)C1(CCOC)CCN(Cc2nc(-c3cccs3)oc2C)CC1 | -2 | 18 | 6 | -4 | -0.1 | 4 | 2 | -3 | 0
COC(=O)c1ccccc1NC1=C/C(=N\S(=O)(=O)c2cccs2)c2ccccc2C1=O | -7&-7 | 6&-3 | 9&-6 | -2&16 | -6.5&-2.5 | 12&42 | 6&1 | 2&1 | 8&5

Single records, as listed above:
Record of Cc1cccc(NC(=O)c2ccc(S(=O)(=O)N3CCCCCC3)cc2)n1 → CHRM5 PAM: 0; CHRM1 PAM: 4; M4 PAM: 2; M4 antag: -10; CRFBP-R2 agonist: 3.2; CRFBP-R2 block: 7; M4 ag: 16; CHRM5 agonist: -3; M5 antag: 0
Record of COc1ccccc1C(NC(C)=O)c1cc(Cl)c2cccnc2c1O (stereo not drawn) → CHRM5 PAM: 4; CHRM1 PAM: 9; M4 PAM: -1; M4 antag: -10; CRFBP-R2 agonist: -0.5; CRFBP-R2 block: 10; M4 ag: 2; CHRM5 agonist: -1; M5 antag: 3
Record of COCCN1CCn2c(nc3cc(Nc4nnc(C)c5ccccc45)ccc32)C1 → CHRM5 PAM: -9; CHRM1 PAM: 9; M4 PAM: -4; M4 antag: 9; CRFBP-R2 agonist: -1.6; CRFBP-R2 block: 3; M4 ag: 0; CHRM5 agonist: -2; M5 antag: 21

(listing goes on)
SMILES | CHRM5 PAM | CHRM1 PAM | M4 PAM | M4 antag | CRFBP-R2 agonist | CRFBP-R2 block | M4 ag | CHRM5 agonist | M5 antag
O=C(NCCS(=O)(=O)N1CCN(c2ccccc2)CC1)c1cccs1 | -3 | 8 | 5 | -6 | 0.7 | -5 | 2 | 2 | -1
O=C(NCc1ccccn1)C1CCN(S(=O)(=O)N2CCCCC2)CC1 | -4 | 10 | 9 | -10 | 1.4 | 3 | 2 | 1 | 2
Cc1cccc(C(=O)NC(C(=O)Nc2cccc(S(=O)(=O)N3CCCC3)c2)C(C)C)c1 (stereo not drawn) | -3 | -7 | -4 | 14 | -0.1 | 1 | 1 | -6 | 0
CC(C(=O)N1CCCC1)N1CCN(S(=O)(=O)c2ccccc2)CC1 (stereo not drawn) | -5 | 2 | -3 | 16 | 0.6 | 6 | 0 | 0 | 12
CCOC(=O)C1CCN(c2cc(=O)n(-c3ccc(OC)cc3)c(=O)[nH]2)CC1 | -6 | 5 | -3 | -2 | 0.0 | 1 | 0 | 3 | 2
COc1ccc(C(=O)N/N=C2\CCS(=O)(=O)c3ccc(F)cc32)cc1OC | 1 | 5 | 3 | -1 | -0.1 | 11 | 4 | 1 | -2
O=C(c1ccc(CSc2nc3ccncc3[nH]2)cc1)N1CCCCCC1 | 2 | 1 | -13 | -4 | 3.2 | -7 | 4 | 0 | 1
CC(C)(C)C(=O)Cn1nc(Cl)nc1Cl | 5 | 8 | 0 | 1 | -0.9 | -9 | 0 | 2 | 8
CCOc1ccc(S(=O)(=O)N(CC(=O)NCC(F)(F)F)Cc2ccco2)cc1 | 2 | 6 | -2 | -3 | -0.4 | -9 | 2 | 0 | -3
O=C(c1[nH]c(C(F)(F)F)nc1-c1ccccc1)N1CCN(Cc2c(F)cccc2Cl)CC1 | -4 | 3 | -2 | 10 | · | · | 2 | -1 | 0
CN(C(=O)CSc1nc(O)cc(=O)n1C1CCCC1)c1ccccc1 | 2 | 4 | 23 | -13 | 2.0 | -4 | 5 | -2 | 5
O=C(O)CSc1nc(C(F)(F)F)cc(=O)n1-c1ccccc1 | 0 | 5 | 9 | -18 | -0.4 | 15 | 1 | 0 | -4
CCOC(=O)C1(C)CCCN1C(=O)c1cccc(OC)c1 (stereo not drawn) | 2 | 6 | 0 | 1 | · | · | 0 | 0 | 0
O=C(Nc1cccc(F)c1)NC1(C(=O)N2CCOCC2)CCCCC1 | -5 | 2 | -7 | 2 | -0.4 | 0 | 1 | 1 | 19
O=C(CSC1=NCCN1)Nc1cccc([N+](=O)[O-])c1 | -1 | 1 | 6 | -4 | 0.7 | -7 | 3 | -9 | 8
O=C(C[C@@H]1C[C@@H]2c3cc(NC(=O)C4CCC4)ccc3O[C@@H]2[C@@H](CO)O1)NCc1ccc(Cl)cc1 | 0 | 7 | 5 | -17 | -0.6 | 6 | 1 | 1 | -8
O=C(O)C1C2C=CC(C2)C1C(=O)NCCc1cccc(Cl)c1 (stereo not drawn) | -2 | -1 | -1 | 8 | 1.0 | 50* | 1 | -4 | 1
COc1ccc(N=C2SC(C(=O)Nc3ccc4c(c3)OCO4)CC(=O)N2C)cc1 (stereo not drawn) | -4&-6 | 2&-5 | 3&-1 | -8&-14 | 3.3&0.4 | -1&-1 | 8&12 | -1&-1 | 23&2
CCOC(=O)C1=CCN(S(=O)(=O)c2ccccc2)C1c1ccc(Cl)cc1 (stereo not drawn) | -3 | -5 | -8 | -9 | · | · | -1 | -6 | -2
C[C@@H]1NS(=O)(=O)[C@H]2C[C@@H]3C=C[C@]2(O3)[C@H]1OC(=O)Nc1ccc(C(F)(F)F)cc1[N+](=O)[O-] | -6 | -7 | -1 | 16 | 0.1 | -4 | 1 | -1 | 20
CC(=O)c1ccc(-n2nnnc2SCC(=O)NNC(=O)c2ccco2)cc1 | -2 | 3 | 1 | -3 | -2.2 | -11 | 0 | 0 | 4
Cc1ccccc1-c1nc(CS(=O)CC(=O)NCc2ccc3c(c2)OCO3)c(C)o1 (stereo not drawn) | -11 | 1 | -1 | 2 | -1.5 | -8 | 6 | -5 | 26
COc1ccc(-c2cc(C(=O)N3CCOCC3)c3ccccc3n2)cc1OC | -16 | 0 | -4 | -11 | -1.1 | 8 | 15 | -1 | 6
O=C(Cc1ccc2c(c1)OCCO2)N1CCN(c2ccccc2)CC1 | 1 | 3 | 3 | -13 | 4.6 | 16 | 2 | 3 | 2
O=C(CC(=O)NCc1ccccc1)NCc1ccccc1 | 9 | 20 | -2 | -3 | -0.8 | 7 | 0 | -1 | 0
COc1ccc(-c2cnc3ncnn3c2N)cc1 | 2 | 9 | 9 | -22 | -1.9 | 8 | 1 | -6 | 0
Cc1ccc(-c2nnc3c4ccccc4c(C)nn23)cc1S(=O)(=O)N1CCN(C)CC1 | 3 | 0 | 5 | 5 | -1.0 | -22 | 1 | 0 | 4
Cc1ccc(NS(=O)(=O)c2cc([N+](=O)[O-])ccc2NNC(=S)Nc2cc(C)ccc2C)c(C)c1 | -19 | -5 | -11 | 13 | 27 | 7 | 4 | 0 | 37*
CCc1ccc(NC(=O)c2cnn3c(C(F)F)cc(C)nc23)cc1 | -1 | 7 | 2 | 0 | 0.9 | 2 | 0 | -3 | 8
CC(NC(=O)COc1ccccc1)C(c1cccs1)N1CCCC1 (stereo not drawn) | -4 | 6 | 8 | -6 | -2.1 | -3 | 2 | -3 | 15
CC(=NCc1ccco1)C1=C(O)c2ccccc2C1=O | -3 | 0 | 7 | -5 | -6.6 | 0 | 4 | -3 | -2
CCOC(=O)C1CCN(C(=O)C(=O)N2CCC(C(=O)OCC)CC2)CC1 | -2 | 3 | 3 | -8 | 1.7 | 4 | 0 | -2 | -6
CCC(C(=O)Nc1ccccc1Cl)n1nc(C)c2c(C)n(-c3ccccc3)nc2c1=O (stereo not drawn) | 0 | 6 | 10 | -4 | 1.3 | 17 | -1 | -3 | 1
O=C1c2ccccc2S(=O)(=O)N1Cc1cccc(S(=O)(=O)N2CCOCC2)c1 | -7 | -1 | 10 | -7 | 0.0 | 12 | 8 | 2 | 0
CC(=O)OCCCN1C(=O)c2ccc(Br)cc2C1=O | 0 | -7 | 0 | 14 | 1.2 | -40 | 2 | 6 | 4
COc1ccc(CNC(=O)c2cc3ccccc3o2)cc1OC | 9 | 2 | 3 | -6 | 1.1 | 6 | 1 | 6 | 2
